# D1 antagonist: Antagonist of Human D 1 Dopamine Receptor: qHTS; AID 504652, 2011; activity change, negative = inhibition, % at 10 µM; hit rate 3.2% among 360,000; D(1A) dopamine receptor (Homo sapiens), P21728; HEK293 TREx D1 cells, calcium flux, dopamine EC80; active compounds read low; in the data active = activity change below about -30%; also: % is scaled to controls: 0 for no effect and ±100 for the full control effect
# Target sequence (P21728 whole entry, looked up): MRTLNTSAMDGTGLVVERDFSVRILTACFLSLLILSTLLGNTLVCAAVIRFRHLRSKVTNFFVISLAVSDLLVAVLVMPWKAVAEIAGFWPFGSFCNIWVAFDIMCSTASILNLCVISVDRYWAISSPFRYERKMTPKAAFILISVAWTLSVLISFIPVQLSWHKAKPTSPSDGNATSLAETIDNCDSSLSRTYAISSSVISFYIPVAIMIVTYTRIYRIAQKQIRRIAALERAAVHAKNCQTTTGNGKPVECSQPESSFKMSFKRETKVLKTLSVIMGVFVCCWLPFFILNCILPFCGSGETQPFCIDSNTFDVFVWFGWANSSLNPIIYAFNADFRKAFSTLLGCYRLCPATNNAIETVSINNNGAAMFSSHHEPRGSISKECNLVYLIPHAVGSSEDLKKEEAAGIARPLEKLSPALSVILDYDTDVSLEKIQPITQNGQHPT
#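 Allosteric or orthosteric antagonism assessed as attenuation of the calcium response to EC80 dopamine, added 180 s after compound, in induced HEK293 Trex D1 cells loaded with no-wash calcium dye.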
# D2 agonist: HTS Assay for Allosteric Agonists of the Human D2 Dopamine Receptor: Primary Screen for Agonists. HEK293 T-REx D2 cells, calcium flux agonist mode. activation, % at 2 µM. hit rate 0.53% among 340,000. AID 485358, 2010;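 active = activation over 3 SD above normal in the single-dose calcium agonist read, cut at about 30% in these data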; also: 0% is about no effect
#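 Agonism scored from kinetic calcium signal (1 read/sec, 180 s) following compound pin transfer, after a 10 s baseline. Cells: HEK293 Trex line expressing inducible D2 receptor coupled to calcium, dye-loaded after overnight culture at 30 C.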
# D2 antagonist: HTS Assay for Allosteric Antagonists of the Human D2 Dopamine Receptor: Primary Screen for Antagonists. D(2) dopamine receptor (Homo sapiens), P14416. HEK293 TREx D2 cells, calcium flux, dopamine EC80. inhibition, % at 10 µM. hit rate 2% among 340,000; in the data active = inhibition above about 30%; also: 0% is about no effect
#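 In this primary screen, negative modulation is detected by tracking calcium flux after an EC80 dopamine challenge in inducible HEK293 T-REx D2 cells preexposed to test compound for 180 s.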
# TRHR enhancer: qHTS for Small Molecule Agonists and Allosteric Enhancers of Human TRH Receptor: Primary Screen for Enhancers | hit rate 0.66% among 360,000 | Thyrotropin-releasing hormone receptor (Homo sapiens), P34981 | enhancement, % at 2 µM | AID 493056, 2011 | TRHR cells, fluo-8 calcium fluorescence, EC20 TRH enhancement; in the data active = enhancement above about 30%; also: 0% is about no effect
# Target sequence (P34981 whole entry, looked up): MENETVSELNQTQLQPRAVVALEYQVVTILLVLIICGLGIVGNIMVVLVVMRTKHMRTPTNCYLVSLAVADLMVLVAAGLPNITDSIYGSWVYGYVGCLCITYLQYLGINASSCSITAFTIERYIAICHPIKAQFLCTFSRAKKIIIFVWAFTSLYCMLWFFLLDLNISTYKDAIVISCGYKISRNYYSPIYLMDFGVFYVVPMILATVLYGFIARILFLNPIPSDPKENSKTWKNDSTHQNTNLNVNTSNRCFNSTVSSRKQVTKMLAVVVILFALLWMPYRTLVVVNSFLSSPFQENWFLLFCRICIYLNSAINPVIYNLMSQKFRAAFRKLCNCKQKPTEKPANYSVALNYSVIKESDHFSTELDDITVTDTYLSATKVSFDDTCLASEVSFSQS
#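 Enhancer read-out: after compound pinning and an initial kinetic agonist-mode read, an EC20 of TRH (10 nM final) was injected and fluo-8 calcium signal (Ex 480/Em 530) followed at 1 s/cycle for 100 cycles in TRHR-expressing cells.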
# RXFP1 antagonist: qHTS Assay for Antagonists of the Relaxin Receptor RXFP1 | HEK293-RXFP1, relaxin-stimulated cAMP HTRF, 30 min; active compounds read low | activity change, negative = inhibition, % at 57.5 µM | hit rate 0.59% among 350,000 | AID 1259400, 2018;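 active = activity change of -60% or lower, but not beyond a set lower limit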; also: % is scaled to controls: 0 for no effect and ±100 for the full control effect
# TRHR agonist: qHTS for Small Molecule Agonists and Allosteric Enhancers of Human TRH Receptor: Primary Screen for Agonists. Thyrotropin-releasing hormone receptor (Homo sapiens), P34981. activation, % at 2 µM. TRHR cells, calcium flux fluo-8, FDSS agonist mode. hit rate 0.18% among 360,000; also: 0% is about no effect
#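 Read-out: compound-evoked intracellular calcium rise in TRHR cells, fluo-8 dye, kinetic FDSS fluorescence at 1 s/cycle following a 10-cycle baseline. Cells cultured overnight before dye loading (30 min–1.5 h, RT).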
# D2 PAM: HTS Assay for Positive Allosteric Modulators of the Human D2 Dopamine Receptor: Primary Screen for Potentiators | D(2) dopamine receptor (Homo sapiens), P14416 | HEK293 T-REx D2, calcium flux, EC20 dopamine potentiation | potentiation, % at 10 µM | hit rate 0.34% among 340,000;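 active = potentiation over 3 SD above the plate norm, cut at about 30% in these data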; also: 0% is about no effect
#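 Using a no-wash calcium dye in inducible, force-coupled HEK293 Trex cells expressing D2, we tracked fluorescence each second for 180 s after compound, then for 180 s after EC20 dopamine to detect augmented signalling.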
# D1 PAM: Potentiators of Human D1 Dopamine Receptor: qHTS | AID 504651, 2011 | D(1A) dopamine receptor (Homo sapiens), P21728 | potentiation, % at 10 µM | HEK293 TREx D1 cells, calcium flux, dopamine EC20 potentiation | hit rate 0.036% among 360,000; in the data active = potentiation above about 30%; also: 0% is about no effect
# D1 agonist: Allosteric Agonists of the Human D1 Dopamine Receptor: qHTS | D(1A) dopamine receptor (Homo sapiens), P21728 | HEK293 T-REx D1 cells, calcium flux, agonist mode | activation, % at 2 µM | hit rate 1% among 360,000 | AID 504660, 2011; also: 0% is about no effect
#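 Tetracycline-induced HEK293 TREx D1 cells, force-coupled to calcium signalling, were dye-loaded with a no-wash calcium kit. Compound was pin-added after a 10 s baseline. Fluorescence was read kinetically at 1 cycle/s for 180 s, with calcium rises flagged as agonism.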
# Starred values were filed as active, the others as inactive; · = no result given; & = joins results of further samples. Rule as the data show it, unless noted: active = activation above about 30%; inactive = the rest.
SMILES,D1 antagonist,D2 agonist,D2 antagonist,TRHR enhancer,RXFP1 antagonist,TRHR agonist,D2 PAM,D1 PAM,D1 agonist
CCOc1ccc(CNC(=O)Cn2ccc3cc(S(=O)(=O)N4CCCCCC4)ccc32)cc1,-15&24,-0.2&0.2,-3,-1&-1,3&-11,1.0&0.7,-17&6,-2&0,6&1
CN(Cc1ccccn1)Cc1nc(-c2ccc(Cl)cc2)no1,8,-0.6,-4,4,2,2.5,-1,-4,2
Cc1ccc(S(=O)(=O)NC2CCCCC2)c2nsnc12,-10,-2.1,-8,-3,-10,-1.8,-11,1,0
Cc1[nH]n(C(C)(C)C)c(=O)c1Sc1ccccc1,2,0.3,-2,-3,10,-1.2,-16,5,1
Cc1cccc(NC(=O)COC(=O)Cc2cccc(C(F)(F)F)c2)c1C,13,9.5,-5,-4,0,-0.1,-2,-3,0
Cc1ccc(NC(=O)Cn2cc(S(=O)(=O)c3ccc(C)cc3)c(=O)c3cc4c(cc32)OCO4)cc1,2,1.2,·,0,·,2.2,-15,3,5
Cn1nc(C(=O)OCC(=O)Nc2sccc2C(N)=O)c2ccccc2c1=O,0,-1.0,6,6,-12,0.5,16,-4,9
COc1ccc(NC(=O)Cn2c(=O)n(Cc3nc(-c4ccccc4)no3)c(=O)c3cc4c(cc32)OCO4)c(OC)c1,3,0.1,·,1,-4,0.4,1,2,2
CCCCn1c2ccc(F)cc2c2nnc(SCCN(CC)CC)nc21,12,-0.8,·,-2,·,-2.3,-8,-4,1
COc1ccc(NC(=O)c2cnn(-c3ccccc3)c2C)c(OC)c1,5,-1.2,-7,5,2,-3.2,-1,-2,2
O=C(Cn1ncc2c3ccccc3n(Cc3ccccc3F)c2c1=O)NCCN1CCOCC1,13,0.9,16,-9,-3,-0.2,1,-7,0
O=C(NCc1ccco1)c1ccc2c(=O)n(-c3ccccc3)c(=S)[nH]c2c1,0,·,·,-2,-13,-0.3,·,-5,6
O=S(=O)(NCc1cn2ccsc2n1)c1cccs1,-4,0.7,3,7,-12,1.4,-8,6,3
COc1ccc(C(=O)CSc2nccn2C)c(OC)c1,-1,0.7,4,-5,-4,0.0,17,-8,0
CC(=O)Nc1ccc(Nc2nnc(-c3ccc(C)c(S(N)(=O)=O)c3)c3ccccc23)cc1,6&-16,0.3&-2.2,-13,25&15,2,0.6&-1.1,-2&12,-4&-1,0&1
CCN(CC)CCN(CC(=O)Nc1c(C)cc(C)cc1C)C(=O)c1ccccc1,2,·,·,0,6,-0.9,·,-2,3
COc1ccc(NS(=O)(=O)c2ccc3oc(Nc4ccc5c(c4)OCCO5)nc3c2)cc1,-28,·,·,-2,-7,-0.6,·,-7,-3
CCC(C(=O)Nc1cccnc1)n1c(=O)[nH]c2ccccc2c1=O (centres undefined),-1,·,·,-1,-7,0.7,·,3,2
Cc1ccc(/C=C/S(=O)(=O)NCC(=O)OCC(=O)Nc2ccc(C(=O)N(C)C)cc2)cc1,-24,0.3,-7,-3,-3,0.3,-11,-2,1
Cc1cccc(C)c1NS(=O)(=O)c1ccc(OCCNS(C)(=O)=O)cc1,-5,·,·,0,5,1.0,·,3,3
CC(=O)c1ccc(NC(=O)Cn2cc3c(n2)CCCC3)cc1,0,0.7,·,2,0,-0.7,-8,-2,0
Clc1ccc(OCc2noc(-c3ccsc3)n2)c(Cl)c1,18,-0.2,-27,-1,-30,0.3,-2,-2,4
COc1ccc([C@]23Cc4cc(OC)c(OC)cc4C(O2)c2c(cc(C)oc2=O)O3)cc1,-23,·,·,-10,·,-0.5,·,-9,1
Cc1c(C(=O)Nc2ccc(F)cc2)c2ccccn2c1CCc1ccncc1,-9,-0.6,1,0,-16,-0.6,17,-7,4
N#CCC(=O)Nc1ccc(C(=O)Nc2cccnc2)cc1,-1,0.0,11,0,-1,-0.1,9,0,2

# Molecules above containing a Cl atom, in the order listed:
SMILES,D1 antagonist,D2 agonist,D2 antagonist,TRHR enhancer,RXFP1 antagonist,TRHR agonist,D2 PAM,D1 PAM,D1 agonist
CN(Cc1ccccn1)Cc1nc(-c2ccc(Cl)cc2)no1,8,-0.6,-4,4,2,2.5,-1,-4,2
Clc1ccc(OCc2noc(-c3ccsc3)n2)c(Cl)c1,18,-0.2,-27,-1,-30,0.3,-2,-2,4

# Structural class: the entries above with fluorine (4)
SMILES,D1 antagonist,D2 agonist,D2 antagonist,TRHR enhancer,RXFP1 antagonist,TRHR agonist,D2 PAM,D1 PAM,D1 agonist
Cc1cccc(NC(=O)COC(=O)Cc2cccc(C(F)(F)F)c2)c1C,13,9.5,-5,-4,0,-0.1,-2,-3,0
CCCCn1c2ccc(F)cc2c2nnc(SCCN(CC)CC)nc21,12,-0.8,·,-2,·,-2.3,-8,-4,1
O=C(Cn1ncc2c3ccccc3n(Cc3ccccc3F)c2c1=O)NCCN1CCOCC1,13,0.9,16,-9,-3,-0.2,1,-7,0
Cc1c(C(=O)Nc2ccc(F)cc2)c2ccccn2c1CCc1ccncc1,-9,-0.6,1,0,-16,-0.6,17,-7,4

# Additional entries:
SMILES,D1 antagonist,D2 agonist,D2 antagonist,TRHR enhancer,RXFP1 antagonist,TRHR agonist,D2 PAM,D1 PAM,D1 agonist
O=C(Nc1ccc(S(=O)(=O)Nc2nccs2)cc1)c1ccccc1OC(F)F,19,-0.5,-15,5,-6,1.4,-3,2,1
Cc1nc2ccccc2c(=O)n1NC(=O)Nc1ccccc1,-10,-0.4,7,-3,-22,-0.3,2,-4,4
O=C(COc1ccc(Cl)cc1)N(Cc1ccco1)Cc1ccco1,-16,-0.8,·,6,-35,-2.2,-1,1,3
COc1ccccc1-n1nnnc1SC(C)C(=O)NC1CCCC1 (centres undefined),4,-0.2,24,3,-5,-0.1,-2,-3,2
COc1cccc(CC(Cc2nc3ccccc3[nH]2)c2nc3ccccc3[nH]2)c1 (centres undefined),-6,-0.9,-5,3,-19,-0.6,-9,2,18
O=C(Nc1ccccc1C(=O)N/N=C/c1ccccc1)c1ccco1,4,-0.3,-7,21,-1,-1.4,0,-3,1
Cc1ccc(CSCC(=O)N2CCN(Cc3ccc4c(c3)OCO4)CC2)cc1,-10,45*,15,-3,-9,-0.1,-13,-5,2
CCn1cc(/C=C(\NC(=O)c2ccccc2OC)C(=O)NCCCN2CCOCC2)c2ccccc21,-23,-0.5,-19,1,-8,-0.4,5,-14,3
COc1ccc(C(=O)OCC(=O)c2ccc(Br)s2)c(OC)c1,-5,-0.3,0,0,-4,0.4,0,-1,3
O=C(c1ccc(F)cc1)N1CCN(c2ccc(N3CCOCC3)nn2)CC1,-2,0.1,0,-3,4,-0.1,-5,0,0
COc1ccccc1CNC(=O)C1CCCN(c2nnc(C)c3c(C)n(-c4ccccc4)nc23)C1 (centres undefined),10,0.4,·,1,-14,-0.2,-5,-1,4
N#Cc1nc(-c2ccco2)oc1NCc1ccco1,11,0.5,-23,3,-6,-0.7,9,3,8
OCC[C@@H]1C[C@H](O)[C@@H](O)[C@]2(Cc3ccccc3CCO2)O1,1,-0.9,3,2,·,0.4,-8,1,3
CC(C)OCCCN1CC(=O)N2C(c3cccc([N+](=O)[O-])c3)c3[nH]c4ccccc4c3C[C@H]2C1=O (some centres undefined),6,·,·,-16,-9,-0.1,·,-5,3
Cc1onc(-c2ccccc2Cl)c1C(=O)N1CCN(c2cccc(Cl)c2)CC1,-19,11,21,-4,·,0.3,-8,·,7
C/C(=N\Nc1ccc2nncn2n1)c1ccccn1,-3,-0.5,-10,-2,12,1.2,9,-5,1
CCOC(=O)C1CCN(C(=O)CCc2nc3ccccc3[nH]2)CC1,3,0.0,61*,-2,3,2.4,0,-2,1
COc1ccccc1OCC(=O)N/N=C1/SCC(=O)N1Cc1ccccc1,14,-0.1,6,-2,-10,-0.7,-3,6,1
O=C(CCn1cnnn1)Nc1cccc(F)c1,-5,0.4,11,-3,-8,0.4,-1,-1,4
CCCn1nc(C(=O)Nc2nc(-c3ccccn3)cs2)c2ccccc2c1=O,-7,0.1,-6,2,-5,0.0,6,-2,3
CC(=O)c1cccc(NC(=O)C2CCN(S(=O)(=O)c3ccc4c(c3)oc(=O)n4C)CC2)c1,-2,-0.3,·,1,·,-0.4,-14,-1,2
FC(F)(F)c1ccc(CN2C[C@@H]3C(c4ccccc4)C4(c5cccnc5)CC3(C4)[C@H]2c2ccccc2)cc1 (some centres undefined),5,0.0,-3,15,·,0.8,15,6,2
CC1=C(C(=O)N2CCCCC2)C(c2cccc(Cl)c2)n2c(nc3ccccc32)N1 (centres undefined),-3,0.6,·,14,·,2.6,0,2,-3
COc1ccc(S(=O)(=O)c2ccccc2)cc1NS(=O)(=O)c1cccc(C(=O)O)c1,-21,·,·,2,1,-0.1,·,-5,-1
N#C/C(=C\c1c(N2CCOCC2)nc2ccccn2c1=O)C(=O)NC1CCS(=O)(=O)C1 (centres undefined),-12,-0.7,38*,-2,6,-0.7,12,1,3
Cc1c(Cl)cnc(NC(=O)CSc2nnc3ccccn23)c1Cl,8,1.1,20,8,-17,0.1,1,0,1
Cc1nn(-c2ccccc2)c(C)c1/C=N/NC(=O)c1cc(C(C)(C)C)[nH]n1,-5,0.5,-21,-9,-4,-1.0,-3,-14,1
COc1ccc(N2CCN(S(=O)(=O)c3c(C)nc4scc(C)n4c3=O)CC2)cc1,-26&-6,-0.5,-3,-2&15,28&-5,-0.3&-0.1,-2&-1,-2&0,7&2

# As entered above:
# Entry of Cc1nc2ccccc2c(=O)n1NC(=O)Nc1ccccc1 under D1 PAM: -4
# Entry of Cc1c(Cl)cnc(NC(=O)CSc2nnc3ccccn23)c1Cl under D1 agonist: 1
# Entry of COc1ccccc1CNC(=O)C1CCCN(c2nnc(C)c3c(C)n(-c4ccccc4)nc23)C1 (centres undefined) under RXFP1 antagonist: -14

# With a hit mark in D2 antagonist, of those listed so far:
Structure,D1 antagonist,D2 antagonist,TRHR enhancer,RXFP1 antagonist,TRHR agonist,D2 PAM,D1 PAM,D1 agonist
CCOC(=O)C1CCN(C(=O)CCc2nc3ccccc3[nH]2)CC1,3,61*,-2,3,2.4,0,-2,1
N#C/C(=C\c1c(N2CCOCC2)nc2ccccn2c1=O)C(=O)NC1CCS(=O)(=O)C1 (centres undefined),-12,38*,-2,6,-0.7,12,1,3

# High-throughput results as filed in PubChem BioAssay.
